# Polio RdRp inh = poliovirus RNA polymerase inhibition; AID 588519; % elongation, % (compound at 16.7 µg/mL); P03300; poliovirus polymerase elongation, fluorescence polarization; active compounds read low; hit rate 0.66% among 150,000; in the data active = % elongation below about 90%; also: some results filed as inactive read as strong as hits
# Target sequence (P03300 1749-2209 limits assumed): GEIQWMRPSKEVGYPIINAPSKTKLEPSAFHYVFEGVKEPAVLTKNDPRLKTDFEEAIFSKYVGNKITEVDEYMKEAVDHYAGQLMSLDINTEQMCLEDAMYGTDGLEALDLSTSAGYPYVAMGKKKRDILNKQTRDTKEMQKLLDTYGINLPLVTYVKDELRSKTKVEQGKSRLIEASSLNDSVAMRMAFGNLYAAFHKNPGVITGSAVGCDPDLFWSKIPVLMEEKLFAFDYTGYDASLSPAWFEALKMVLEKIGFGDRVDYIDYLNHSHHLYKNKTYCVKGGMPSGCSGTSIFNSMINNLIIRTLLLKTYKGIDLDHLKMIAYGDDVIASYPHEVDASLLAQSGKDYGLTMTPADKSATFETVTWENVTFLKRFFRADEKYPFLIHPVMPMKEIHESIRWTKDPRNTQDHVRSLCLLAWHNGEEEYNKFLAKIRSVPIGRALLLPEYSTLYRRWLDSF
# Polio RdRp inh FP z-score = further read-out of Polio RdRp inh, marked with its call; z-score; measured here: FP z-score; hits read low
# Numbers without * were called inactive. The list is partial. The share of hits here may be higher or lower than overall.
# Start of the data: the first six entries, ahead of the listing:
SMILES,Polio RdRp inh,Polio RdRp inh FP z-score
CCCN(CCC)C(=O)Cn1c(=O)n(-c2ccc(Cl)c(Cl)c2)c(=O)c2c(C)c(C(=O)N(C)C)sc21,99,-1.5
O=C(COC(=O)c1cc2ccccc2[nH]1)c1ccccc1,103,0
COc1ccc(NC(=O)c2ccco2)cc1NC(=O)COc1cc(C)cc(C)c1,105,0.2
CN(/N=C(\C#N)C(=O)C1CC1)c1ccc(Cl)cc1,107,0.7
COc1ccc(/C=C2\CSc3ccccc3C2=O)cc1,101,0.1
O=C(c1ccc(C(=O)N2CCCCC2)cc1)N1CCCCC1,103,0

# The whole of this part, from the start:
SMILES,Polio RdRp inh,Polio RdRp inh FP z-score
CCCN(CCC)C(=O)Cn1c(=O)n(-c2ccc(Cl)c(Cl)c2)c(=O)c2c(C)c(C(=O)N(C)C)sc21,99,-1.5
O=C(COC(=O)c1cc2ccccc2[nH]1)c1ccccc1,103,0
COc1ccc(NC(=O)c2ccco2)cc1NC(=O)COc1cc(C)cc(C)c1,105,0.2
CN(/N=C(\C#N)C(=O)C1CC1)c1ccc(Cl)cc1,107,0.7
COc1ccc(/C=C2\CSc3ccccc3C2=O)cc1,101,0.1
O=C(c1ccc(C(=O)N2CCCCC2)cc1)N1CCCCC1,103,0
CCCn1c(N)c(C(=O)CN2CCCc3ccccc32)c(=O)[nH]c1=O,101,-0.3
Nc1cccc2c1C(=O)N(C(=O)/C=C/c1cccc(F)c1)C2=O,82*,-2.2*
CCOc1ccc(C(c2c(O)cc(C)n(CCOC)c2=O)N2CCN(c3ccccc3F)CC2)cc1 (stereo not drawn),110,0.3
O=C(Nc1ccc(N2CCCCC2)cc1)c1ccc(=O)oc1,44,-7.8
CC(C)CNc1ncnc2c1cnn2-c1ccccc1,103,0.6
C=CCNC(=O)c1ccc(S(=O)(=O)N(CC)c2ccccc2)cc1,102,-0.1
Cc1ccc(-n2ncc3c(=O)n(Cc4cccc(C(F)(F)F)c4)cnc32)cc1C,105,-0.5
COc1ccc(C(=O)NCc2cn3ccccc3n2)cc1,102,0.2
CCCC(CCC)C(=O)N1CCN(c2ccc(NCc3ccccc3)nn2)CC1,106,1.3
CCOC(=O)c1cccc(NC(=O)C2CCN(S(=O)(=O)c3c(C)noc3/C=C/c3ccc(C)cc3)CC2)c1,107,0.2
CC(C)S(=O)(=O)/C(C#N)=C/Nc1cccnc1,100,-0.7
O=C1CSC(=Nc2ccccc2)N1S(=O)(=O)c1ccccc1,102,0.1
O=C(Nc1ccc(F)c(Cl)c1)c1ccc(N2C(=O)CCC2=O)cc1,107,0.8
Nc1c(C(=O)N2CCCC2)nnn1-c1ccc(F)cc1,101,-0.2
COc1ccc(NC(=O)c2sc3nc(C)c(C(=O)Nc4ccc(C)cc4C)c(-c4sccc4C)c3c2N)cc1,102,-0.9
CC(C)c1ccc(NC(=O)COc2nncc3ccccc23)cc1,102,0.1
CC1(C)OC(=O)C(=Cc2ccc(-c3ccc(S(N)(=O)=O)cc3)o2)C(=O)O1,103,0.6
Cc1ccc(NC(=O)c2ccc(-n3nc(C(F)(F)F)c4c3-c3ccoc3CC4)cc2)cc1,104,0.4
COc1ccccc1N(C)C(=O)c1cc(S(=O)(=O)N2CCCC2)cn1C,100,-1.2
Cc1ccc(C(=O)Nc2cc(C)cc(C)c2)cc1,106,1.1
O=S1(=O)C=C2C(C1)SC(=S)N2C1CCS(=O)(=O)C1 (stereo not drawn),99,-0.5
Cc1ccc2oc(C(=O)Nc3ccc(S(N)(=O)=O)cc3)cc(=O)c2c1,100,-0.1
CCCCNC(=O)CSc1nc2n[nH]c(C)c2c(=N)n1-c1ccccc1CC,99,-0.8
O=C(c1ccccc1)C(Sc1ncn[nH]1)c1ccccc1 (stereo not drawn),104,0.5

# Some values from above.
# In Polio RdRp inh FP z-score, O=C(Nc1ccc(F)c(Cl)c1)c1ccc(N2C(=O)CCC2=O)cc1 reads 0.8
# In Polio RdRp inh FP z-score, O=C(Nc1ccc(N2CCCCC2)cc1)c1ccc(=O)oc1 reads -7.8

# At a glance, some entries already given.
SMILES,Polio RdRp inh,Polio RdRp inh FP z-score
CCCN(CCC)C(=O)Cn1c(=O)n(-c2ccc(Cl)c(Cl)c2)c(=O)c2c(C)c(C(=O)N(C)C)sc21,99,-1.5
O=C(COC(=O)c1cc2ccccc2[nH]1)c1ccccc1,103,0

# (cont.)
SMILES,Polio RdRp inh,Polio RdRp inh FP z-score
CC1C(=O)OC2C1CCC1(C)CCC(=O)C(C)C21 (stereo not drawn),100,-0.1
Cc1nccc(-c2cccc(NS(=O)(=O)c3ccccc3C(F)(F)F)c2)n1,104,-0.3
CCOC(=O)CSc1nc2c(sc3ccccc32)c(=O)n1Cc1ccc(OC)cc1,99,-1.8
COC(=O)Cn1c(=O)c2c(nc3n2CCN3c2cccc(C)c2)n(C)c1=O,110,0.8
CC(C)(C)C1=CC=Nn2cnnc2S1,98,-2.1
O=C(CSc1ncccn1)Nc1nccs1,105,0.6
O=C(CSc1nccn1-c1ccc(F)cc1)Nc1ccccc1,100,-0.3
CCN(C(=O)c1cc(S(=O)(=O)N2CCCC2)cn1C)c1ccc(OC)cc1,105,-0.2
CN1/C(=C/C(=O)C2CCC2)C(C)(C)c2ccccc21,101,0
CCOC(=O)c1ccc(N2C(=O)c3n[nH]c(-c4ccco4)c3C2c2ccc(OC)cc2OC)cc1 (stereo not drawn),108,0.2

# A second format for part of the listing above.
CN1/C(=C/C(=O)C2CCC2)C(C)(C)c2ccccc21
  Polio RdRp inh: 101; Polio RdRp inh FP z-score: 0
CCOC(=O)c1ccc(N2C(=O)c3n[nH]c(-c4ccco4)c3C2c2ccc(OC)cc2OC)cc1 (stereo not drawn)
  Polio RdRp inh: 108; Polio RdRp inh FP z-score: 0.2

# Next section:
SMILES,Polio RdRp inh,Polio RdRp inh FP z-score
O=C1OCCC1n1nnc(-c2ccc(F)cc2)n1 (stereo not drawn),100,0
Cc1noc(C)c1CSc1nc(N)c(-c2nc(-c3ccccc3)cs2)cc1C#N,116,1.7
COc1ccc(CNC(=O)Cn2cnc3ccccc32)cc1OC,104,0.2
COc1cccc(-c2nc(SCC(=O)NC3CCCC3)c(-c3ccccc3)[nH]2)c1,110,-0.5
CCOC(=O)c1ccc(-c2coc3cc(OC(C)=O)c(CC)cc3c2=O)o1,102,0.1
CN1C(=O)C(=Cc2cccn2C(C)(C)C)C(=O)N(C)C1=S,98,-1
Cc1ccccc1Cn1c(=O)n(CC2CCC(C(=O)NCc3ccccc3)CC2)c(=O)c2ccccc21 (stereo not drawn),103,0.4
COc1ccc(S(=O)(=O)N(C(=O)c2ccncc2)c2ccc3oc(C)c(C(C)=O)c3c2)cc1,97,-2.4
CCCS(=O)(=O)Nc1cc(-c2cn3ccc(C)cc3n2)ccc1C,112,0.9
NC(=O)C1CCN(C(=O)CCC(=O)N2CCOc3ccc(Cl)cc32)CC1,103,1
COc1ccc(CN(C)C(=O)CSc2nc(C)cs2)cc1OC,107,0.6
CS(=O)(=O)Nc1ccc2c(c1)nc1n2CCN(Cc2ccccc2)C1,104,0.5
CCn1c(CNC(=O)c2ccc(OC)cc2)nnc1SCC(=O)Nc1cc(C)ccc1C,100,-0.4
CN(C)CCNC(=O)c1cc(-c2cccs2)nc2ccccc12,100,-0.7
O=C(CN1N=C(c2ccccc2)CCC1=O)NCCN1CCN(c2ccccc2F)CC1,101,0.2
N#Cc1c(-c2ccco2)c2c([nH]c1=O)-c1ccccc1OC2,95,-0.8
O=C(COc1ccc(Cl)cc1Cl)Nc1ccc(-c2nnc3n2CCCCC3)cc1,105,1.3
O=C(NC(=O)C(F)(F)F)N1CCCc2ccccc21,100,-0.3
Cc1ccc2c(Cl)cc(Cl)c(OC(=O)C3CC3)c2n1,107,0.6
CCC(=O)Nc1ccccc1N1CCN(C(=O)CC)CC1,99,-0.3
O=C(NC(=S)Nc1nc(-c2ccc(Cl)cc2)cs1)C1CC1,108,0.9
CC1(C)CC(NC(=O)C(F)(F)F)C(NC(=O)C(F)(F)F)C(C)(C)N1 (stereo not drawn),105,0.4
CCOC(=O)c1ccccc1NC(=O)c1c(C)oc2ncnc(N3CCOCC3)c12,101,-0.9
O=C(O)CCSc1n[nH]c(=S)s1,97,-0.5
O=C(CSc1ccc2c(c1)CCC2)NN1C(=O)NC2(CCCCC2)C1=O,101,-0.3
O=C(NCCCN1CCOCC1)c1ccc2c(c1)N(Cc1ccccc1)C(=O)c1ccccc1S2,108,-0.1
C=CCc1ccc(OCC(=O)ONN)c(OC)c1,96,-1.1
COc1ccc(-c2cc(C(F)F)n3ncc(C(=O)N4CC(C)OC(C)C4)c3n2)cc1 (stereo not drawn),100,-0.4
Cc1cc(=O)oc2cc(OCC(=O)N3CCCC3)ccc12,100,-0.5
CC1=C(C(=O)N2CCCCC2)C(c2ccc(Cl)cc2)n2c(nc3ccccc32)N1 (stereo not drawn),108,0.5
CC1CCC2(CC1)NC(=O)N(NC(=S)NCc1ccc3c(c1)OCO3)C2=O (stereo not drawn),103,-1
N#Cc1c2c(c(-n3ccnc3)n3c1nc1ccccc13)CCC2,102,0.1
CCN(Cc1ccccc1)c1ccc(C=Nc2ccc(O)cc2)cc1,103,0.6
COc1cccc(NC(=O)C(=O)NCCc2csc(-c3ccc(C(F)(F)F)cc3)n2)c1,112,1.2
O=C1c2[nH]nc(-c3ccccc3O)c2C(c2cccc(OCc3ccccc3)c2)N1CCCO (stereo not drawn),111,1.2
CN(Cc1ccco1)C(=O)CSc1nn2c(=O)c(C(C)(C)C)nnc2s1,97,-0.4
Cc1ccc(CN2C(=O)SC(Nc3ccccc3)C2=O)cc1 (stereo not drawn),103,-0.5
CCOc1ccc(C2C(=O)N(C3CCCCC3)CC(=O)N2CCc2ccccc2)cc1OC (stereo not drawn),102,-1.3
COc1ccc(S(=O)(=O)NCc2cccn2Cc2cccc(C)c2)cc1OC,107,0.2
O=C(c1ccc2c(c1)CCCC2)N1CCN(c2nc3c(F)cccc3s2)CC1,101,-1.6
O=C(NCc1ccc(F)cc1)C1CCN(S(=O)(=O)c2ccc3c(c2)CCCN3C(=O)C2CCC2)CC1,106,-0.2
COc1cccc(-c2noc(-c3cc4ccccc4oc3=O)n2)c1OC,118,0.3
CC(C)OCCCNC(=O)c1ccc(-n2c(-c3ccccc3)cc3c2CCCC3)cc1,106,-0.1
Cc1cccc(C)c1NC(=O)C1(N2CCN(C(=O)c3ccco3)CC2)CCCCC1,102,0.4
CCc1ccccc1Nc1cc(C(=O)NCCCN(C)C2CCCCC2)c2ccccc2n1,105,-1.1
CC1CCN(C(=O)c2cnn(-c3cccc(Cl)c3)c2C2CCN(C(=O)OC(C)(C)C)CC2)CC1,103,-0.6
CCC(CC)NS(=O)(=O)c1cccs1,100,-0.9
Cc1ccc(S(=O)(=O)NCCSc2cc(C(F)(F)F)nc3ccccc23)cc1,103,-0.1
CCOc1ccc(-c2nn(CC(=O)NC3CCCCC3)c3c2cnc2ccc(C)cc23)cc1,110,0.9
Cc1ccc(C)c(OC(=O)c2ccc(N3CCCC3=O)cc2)c1C,97,-0.6

# Carrying on:
SMILES,Polio RdRp inh,Polio RdRp inh FP z-score
Cc1ccc(-n2nc3ccc(N)cc3n2)cc1,99,-0.8
CCc1ccc(NC(=O)CC(C)S(=O)(=O)c2ccc3c(c2)CCN3C(C)=O)cc1 (stereo not drawn),103,0.2
Clc1ccc2c(N3CCCC3)ccnc2c1,103,0.5
COc1ccc(Cl)cc1NC(=O)CCS(=O)(=O)c1cccc2nonc12,99,-1.8
N#Cc1cccc(OCC(=O)NCC(F)(F)F)c1,101,0.4
CCCS(=O)(=O)N1CCCC(C(=O)N2CCN(c3ccccc3)CC2)C1 (stereo not drawn),101,-0.7
O=C(c1cccc(Cl)c1)N1CCN(S(=O)(=O)c2ccc(Cl)s2)CC1,101,-0.1
NC(=O)c1ccccc1NC(=O)C1CCCN(c2ncnc3onc(-c4ccc(F)cc4)c23)C1 (stereo not drawn),102,-0.8
CN(C(=O)c1nn(C)c2c1CS(=O)(=O)c1ccccc1-2)c1cccc(Cl)c1,103,-0.6
CC(C)(C)C(=O)Nc1ccccc1NC(=O)C(C)(C)C,100,-0.2
O=C(OCC(=O)N1CCc2ccccc21)c1ccccc1,105,1.5
Cc1nnc(SCCc2ccccc2)[nH]c1=O,99,-0.3
CN(C(=O)CSc1nc(N)nc(N)n1)C1CCCc2ccccc21 (stereo not drawn),109,1.1
COc1ccc(N(C)C(=O)c2cc3c(s2)-c2c(C)cccc2OC3)c(OC)c1,106,0.5
CC(N/C=C1\C(=O)C2(C)CCC1C2(C)C)c1ccccc1 (stereo not drawn),98,-0.1
Cn1c(SCc2ccc(F)cc2)nnc1C1COc2ccccc2O1 (stereo not drawn),105,0.3
CCCn1c(=N)c(C(=O)NCc2ccccc2)cc2c(=O)n3cccc(C)c3nc21,103,-0.4
CCN(CC)c1ccc(C(=O)NCc2ccc3c(c2)CCN3C(=O)c2ccccc2)cc1,107,0
COCC(C)Nc1nc(-c2ccc(OC)cc2OC)cs1 (stereo not drawn),106,0.4
CCOc1ccc(CNC(=O)c2cc3ccccn3n2)cc1,105,-0.3
Cc1ccc2c(c1)N(CCCC(=O)N1CCCCC1)C(=O)CO2,102,-0.3
Cc1csc2nc(CSc3nnc4n3CCCCC4)cc(=O)n12,108,0.9
O=C(O)c1cccc(Cl)n1,101,-0.2
CCOC(=O)c1oc2ccccc2c1NC(=O)c1ccc(S(=O)(=O)N(C)C)cc1,102,0.3
CCCOc1ccc(Cc2c(O)nc(N)[nH]c2=O)cc1C,103,0.2
CCc1cccc(C)c1NC(=O)c1cc(S(=O)(=O)N2CCN(c3ccccc3)CC2)ccc1F,115,1.1
CN(Cc1ccccc1)C(C(=O)NC1CCCCC1)c1ccc(Cl)cc1 (stereo not drawn),104,-0.1
Cc1cccc(NC(=O)c2ccc(F)c(S(=O)(=O)N3CCC4(CC3)OCCO4)c2)c1,111,0.7
Cc1cc(C)cc(NC(=O)CSc2nc3nccnc3c(=O)n2CCc2c[nH]c3ccccc23)c1,107,0.1
COCCCn1c(C)cc(C(=O)COC(=O)c2cccc(NS(C)(=O)=O)c2)c1C,103,0.1
COc1cc(S(=O)(=O)NCc2ccc3c(c2)OCO3)c(C)cc1C,103,0.2
Cc1nc2c3ccccc3n3c(CCCC(=O)NC4CCCCC4)nnc3n2n1,103,0.5

# Screening data: PubChem BioAssay, ICCB-Longwood Screening Facility, Harvard Medical School
